MBD2 inh = MBD2-methylated oligo binding inhibition; Q9UBB5; TR-FRET, MBD2 binding to methylated oligonucleotide; inhibition, % at 4.4 µM; hit rate 0.31% among 370,000; AID 686964; in the data active = inhibition above about 13%
ARFGAP1 inh = inhibitors of rat ARFGAP1; Q62848; Arfgap1-stimulated ARF1 GTP hydrolysis, GDP FP detection; inhibition, % at 16.5 µM; hit rate 0.26% among 360,000; AID 651572;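 active = inhibition above a per-plate limit, mean inhibition of low control wells plus 3 SD, cut at about 25% in these data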;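 also: 0% = DMSO wells with enzyme and 100% = wells lacking Arfgap1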
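System: truncated rat Arfgap1 GAP domain / Benchmarks: high control wells lacking Arfgap1, low control full reaction with DMSO / Times: compound-enzyme preincubation 20 min, reaction 120 min, detection 60 min, 25 °C / Repeats: one replicate per compound / Also added: human ARF1(Δ1-17)-GTP substrate / Measured by: Tracer-displacement fluorescence polarization with EDTA stop, 620/688 nm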
UHRF1 binding = human UHRF1 methylated DNA binding inhibitors; UHRF1 binding to methylated oligo, TR-FRET; inhibition, % at 4.4 µM; Q96T88; hit rate 0.75% among 370,000; in the data active = inhibition above about 21%;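 also: UHRF1 SRA domain binding a hemimethylated CpG hairpin DNA probe; 0% = median of test compound wells and 100% = reference inhibitor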
Tn7 DDE FP = DD(E)-Tn7 binding inhibition, primary FP screen | hit rate 0.13% among 370,000 | inhibition, % at 8.3 µM | AID 720508 | FP displacement of FITC-Tn7 peptide from fibrin DD(E); 0% = median of compound wells per plate | P02675;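 active = inhibition above the mean of compounds falling within the control limits plus 3 SD of them, cut at about 14% in these data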;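 also: 0% = plate median of compound wells and 100% = 10 µM Aha-Tn7 peptide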
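assay system = human clot-derived fibrin DD(E) complex | quantity = Fibrin-DD(E) at 2 µM final | timing = 10 min preincubation, 3 h with tracer, room temperature | signal = fluorescence polarization | measure = percent inhibition | benchmarks = high control wells with 10 µM unlabelled Aha-Tn7 peptide (full inhibition) | replicates = singlicate testing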
PLC-gamma1 inh = blocks human PLC-gamma1 enzyme activity; P19174; purified PLC-gamma1, fluorogenic substrate, fluorescence; inhibition, % at 12.2 µM; hit rate 0.84% among 370,000; AID 720700; in the data active = inhibition above about 9.5%
PLC-beta3 inh = inhibitors of human phospholipase C beta3 | Q01970 | Purified PLC-beta3, fluorogenic substrate, fluorescence | inhibition, % at 12.2 µM | hit rate 0.18% among 370,000 | AID 720704; in the data active = inhibition above about 11%;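 also: 0% = median of compound wells on plate and 100% = full blocker control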
Tn6 DDE FP = inhibitors of Tn6 peptide binding to human fibrin DD(E); Fibrin DD(E) TRITC-Tn6 fluorescence polarization displacement; P02675; inhibition, % at 8.3 µM; AID 720509; hit rate 0.21% among 370,000;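 active = inhibition above a per-campaign cutoff: mean of compounds within control limits plus 3 SD, cut at about 15% in these data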;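 also: 0% = median of all compound wells on the plate and 100% = blocking peptide control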
ADAM17 inh = ADAM17 inhibition, QFRET primary screen; hit rate 0.83% among 370,000; P78536; AID 720648; inhibition, % at 6.95 µM; recombinant ADAM17, EDANS/DABCYL FRET peptide cleavage;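 active = inhibition above the mean of compounds lying between control limits plus 3 SD, set per campaign, cut at about 8.5% in these data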;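 also: 0% = DMSO-only wells as the low control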
Target sequence (P78536 215-824 limits assumed): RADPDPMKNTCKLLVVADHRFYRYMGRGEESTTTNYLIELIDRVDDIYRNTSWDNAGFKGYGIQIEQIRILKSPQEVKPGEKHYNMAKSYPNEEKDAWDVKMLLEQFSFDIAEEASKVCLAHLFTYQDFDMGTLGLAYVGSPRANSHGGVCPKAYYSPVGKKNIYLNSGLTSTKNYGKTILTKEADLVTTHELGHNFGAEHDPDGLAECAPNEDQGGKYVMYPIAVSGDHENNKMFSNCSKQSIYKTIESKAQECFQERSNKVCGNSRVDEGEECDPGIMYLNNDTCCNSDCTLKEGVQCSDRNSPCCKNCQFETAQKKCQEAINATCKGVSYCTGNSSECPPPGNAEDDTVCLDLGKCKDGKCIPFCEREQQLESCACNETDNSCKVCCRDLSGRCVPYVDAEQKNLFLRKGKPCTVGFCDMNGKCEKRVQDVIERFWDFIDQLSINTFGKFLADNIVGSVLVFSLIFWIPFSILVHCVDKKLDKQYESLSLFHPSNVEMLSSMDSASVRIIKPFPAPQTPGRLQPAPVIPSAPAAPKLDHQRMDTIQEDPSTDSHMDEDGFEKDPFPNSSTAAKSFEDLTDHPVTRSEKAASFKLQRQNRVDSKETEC
ASAP1 GAP inh = blocks human ASAP1-stimulated Arf1 GTP hydrolysis. hit rate 0.19% among 360,000. GDP FP detection. AID 624377. Q9ULH1. inhibition, % at 16.5 µM; in the data active = inhibition above about 25%;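 also: 0% = vehicle with enzyme and substrate and 100% = no enzyme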
Target sequence (Q9ULH1 325-724 limits assumed): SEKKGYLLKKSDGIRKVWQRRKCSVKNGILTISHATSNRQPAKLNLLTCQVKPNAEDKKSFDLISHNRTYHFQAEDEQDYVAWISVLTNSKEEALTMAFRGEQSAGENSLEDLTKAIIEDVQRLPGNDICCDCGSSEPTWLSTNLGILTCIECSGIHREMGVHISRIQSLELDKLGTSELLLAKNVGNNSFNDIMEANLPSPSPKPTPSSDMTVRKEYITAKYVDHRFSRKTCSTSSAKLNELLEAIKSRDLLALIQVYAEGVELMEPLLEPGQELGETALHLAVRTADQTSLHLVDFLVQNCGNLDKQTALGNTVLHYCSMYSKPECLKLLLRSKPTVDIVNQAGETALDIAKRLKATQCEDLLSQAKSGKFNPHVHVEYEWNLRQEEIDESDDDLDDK
proKLK7 act = activates the human kallikrein-7 zymogen. P49862. AID 652039. activation, % at 7 µM. hit rate 0.9% among 370,000. purified proKLK7, EDANS-DABCYL substrate fluorescence; 100% is mature enzyme control, 0% vehicle;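 active = activation above the mean of all tested compounds plus 3 SD, computed per campaign excluding outliers beyond control limits, cut at about 13% in these data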
* marks the source's active call; other numbers are inactive results; · = not tested or not shown.

MBD2 inh	ARFGAP1 inh	UHRF1 binding	Tn7 DDE FP	PLC-gamma1 inh	PLC-beta3 inh	Tn6 DDE FP	ADAM17 inh	ASAP1 GAP inh	proKLK7 act	smiles
-3	-6	-1	1	4	5	3	5	10	0.4	COc1ccc(Cl)cc1S(=O)(=O)N1CCN(Cc2ccc3c(c2)OCO3)CC1
2	·	1	-3	-1	0	-3	2	·	0.5	COc1ccc(C(=O)C2(C(=O)NC3CCCC3)CC(c3ccccc3C(F)(F)F)=NO2)cc1 (stereo not given)
3	8	1	5	-2	-2	2	-2	-7	0.2	O=C(CCc1ccc(S(=O)(=O)NC2CCCCC2)cc1)NCc1ccccn1
-2	14	3	-4	0	3	0	-1	-3	-0.6	CN(C)S(=O)(=O)c1ccc(N2CCCC2)c(C(=O)NC(c2ccccc2)c2ccccc2)c1
2	-11	-1	2	1	-3	-1	-2	-14	0.1	COc1cccc(C2CC(C(F)(F)F)n3ncc(C(=O)Nc4c(C)n(C)n(-c5ccccc5)c4=O)c3N2)c1 (stereo not given)
3	-8	-1	4	1	-5	3	-3	-13	0.1	Cc1cc(Cl)c2oc(C(=O)NC3CCC(O)CC3)c(C)c2c1 (stereo not given)
-4	2	0	-2	4	5	-5	0	0	-0.1	CCOc1ccc(NC(=O)CSc2nnc(C)n2CC2CCCO2)cc1 (stereo not given)
0	15	2	-3	1	-4	-5	0	-4	0.1	NC(=O)CSc1nc2ccccc2nc1SCC(N)=O
-2	-1	0	-3	-2	-5	0	0	3	0.7	CCN(CC(=O)NC1CC1)S(=O)(=O)c1ccccc1
-6	-1	1	9	-3	4	-3	-3	-1	-0.5	O=C(Nc1ccccc1C(=O)N1CCCCCC1)c1cccc(S(=O)(=O)N2CCOCC2)c1
-4	12	-4	2	1	-28	6	4	-6	-1.2	CCOCCCNC(=O)C1CCCN(S(=O)(=O)c2cccc3nsnc23)C1 (stereo not given)
-5	17	0	8	-125	-179	1	-16	-13	0.9	CCC(=O)Nc1cc2c(cc1C(=O)CC)OCCO2
3	-6	-2	5	-17	-15	0	-9	-14	1.5	COc1cccc(/C=N/NC(=O)CC2C(=O)NN=C2C)c1OC (stereo not given)
-1	5	-3	-5	3	6	6	1	2	0.6	Cc1nc2sccn2c1P(c1c(C)nc2sccn12)c1c(C)nc2sccn12
1	-9	1	2	-2	1	3	-3	4	-0.8	CCCS(=O)(=O)N1CCC(C(=O)NCc2ccc(F)cc2)CC1
-4	-5	-1	5	2	-5	6	1	-4	0.2	CC(=O)Nc1ccc(S(=O)(=O)Nc2cccc(S(=O)(=O)N(C)c3ccccc3)c2)cc1
-2	18	2	1	-1	4	3	-4	2	-0.7	CC(C)c1c(O)ccc2c1CC[C@H]1C(C)(C)CCC[C@]21C
-4	0	-2	-3	-2	1	3	0	-4	-1.1	COc1ccc(-c2ccc([C@H]3[C@@H]4C=CCC[C@@]4(C)C(=O)N3Cc3ccccc3)c(F)c2)cc1
0	-7	-2	6	-59	-64	-2	-2	0	0.0	O=C(CN1C(=O)c2cccc3cccc1c23)N1CCN(c2ccccc2)CC1
-4	5	-1	-4	0	-3	-5	-2	24	-0.7	O=C(CN(C(=O)CCC(=O)Nc1nccs1)c1cccc(C(F)(F)F)c1)NCC1CCCO1 (stereo not given)
-2	-4	30*	3	2	-5	0	-2	-7	0.6	CC(C)COc1ccc(C(=O)N/N=C/c2ccoc2)cc1
3	0	-1	5	1	-8	-7	0	12	-0.4	CCOC(=O)c1oc2ccccc2c1COC(=O)CNC(=O)c1cccc(C)c1
-6	7	1	-3	0	3	-1	-2	-6	0.5	COc1cc(C2CC(=O)NC3=C2C(=O)CC(C)(C)C3)ccc1O (stereo not given)
-1	·	3	6	4	3	1	6	·	0.0	O=C(NCc1cccs1)C1CCCN(S(=O)(=O)c2cccc3ccccc23)C1 (stereo not given)
3	18	2	-2	4	2	-2	1	-10	0.8	CCN(CCn1cccn1)Cc1cn[nH]c1-c1ccc(-c2ccccc2)cc1
-8	0	0	7	2	-6	2	-2	-9	-0.5	Cc1ccc(-c2ccc(=O)n(Cc3ccc(F)cc3Cl)n2)cc1
1	-12	-2	-4	1	2	-1	1	-7	-0.2	CCOC(=O)C1=NOC2C(=O)N(c3ccc(Cl)cc3Cl)C(=O)C12 (stereo not given)
1	·	-5	-4	2	4	-3	2	·	0.3	COc1ccc(-c2nnc(SCC(=O)NN=C(C)c3cccc4ccccc34)n2-c2ccccc2)cc1
8	8	5	7	1	1	-5	-5	-3	0.6	CCCS(=O)(=O)N1CCCC(C(=O)NC(C)c2ccc3c(c2)OCCO3)C1 (stereo not given)
1	-5	-2	7	0	3	-1	-2	12	0.1	CC(C)CNC(=S)NC1CC2CCCC(C1)N2Cc1ccco1 (stereo not given)
0	-12	7	4	-4	-11	-3	-11	0	-0.3	COc1ccccc1N(Cc1cc2ccc(C)cc2[nH]c1=O)C(C)=O
-2	-14	1	-1	0	-5	3	-2	-7	0.7	CCCC[n+]1ccn(C2=C([O-])c3ccccc3C(=O)/C2=N\S(=O)(=O)c2ccc(Cl)cc2)c1
-2	-10	1	1	-35	-49	2	1	-5	0.2	CCc1noc(C)c1C(=O)Nc1nc2ccc(OC)cc2s1
-1	11	6	1	-1	-7	3	-7	-7	-0.9	CCN(CC(=O)Nc1ccc(Br)cc1)CC(=O)Nc1cc(C)on1
2	10	4	0	-4	-3	5	2	-13	0.1	COc1ccc(/C=c2/sc3n(c2=O)NC2(c4ccccc4)N(C)C(=O)N(C)C2(c2ccccc2)N=3)cc1 (stereo not given)
-5	-7	-2	1	-1	-1	0	-2	5	0.3	COc1ccc(-n2nc(C(=O)NCc3cc(OC)ccc3OC)c3c4ccccc4n(C)c3c2=O)cc1
-1	-4	-3	-4	-1	1	1	0	-3	-0.1	CN(C)c1ccc(C(=O)NC2CCCc3ccccc32)cc1 (stereo not given)
-6	5	0	-6	-14	-14	4	-15	5	0.0	CCOc1ccccc1NC(=O)CC1Nc2cc(C)c(C)cc2NC1=O (stereo not given)
1	7	0	-10	0	4	4	2	7	0.2	COCCN(C(=O)CCl)C(C(=O)NC1CCCCC1)c1ccccc1C (stereo not given)
7	10	0	-1	0	1	1	-5	6	0.2	Cc1nc(Nc2nc(CSc3ccc(Cl)cc3)cc(=O)[nH]2)nc2ccccc12

UHRF1 binding: entries above that show a hit.
MBD2 inh	ARFGAP1 inh	UHRF1 binding	Tn7 DDE FP	PLC-gamma1 inh	PLC-beta3 inh	Tn6 DDE FP	ADAM17 inh	ASAP1 GAP inh	proKLK7 act	smiles
-2	-4	30*	3	2	-5	0	-2	-7	0.6	CC(C)COc1ccc(C(=O)N/N=C/c2ccoc2)cc1

(further entries)
MBD2 inh	ARFGAP1 inh	UHRF1 binding	Tn7 DDE FP	PLC-gamma1 inh	PLC-beta3 inh	Tn6 DDE FP	ADAM17 inh	ASAP1 GAP inh	proKLK7 act	smiles
-2	-22	-3	-5	1	-8	-6	-2	7	-0.1	O=C1NC(=O)/C(=C/c2cccc3ccccc23)S1
2	-6	1	0	2	0	4	-7	3	-0.1	CC(=O)Nc1nc(-c2ccccc2)nc(C)c1C(C)=O
0	-7	-5	-1	2	-2	-4	-2	0	-0.1	c1ccc(-c2nnc(-c3ccccc3)o2)cc1
6	8	1	3	2	-4	0	-3	7	0.1	CCCCc1ncc(CN2CCC(CC3CCCCO3)(C(=O)OCC)CC2)[nH]1 (stereo not given)
-6	9	1	-1	4	-4	-4	-6	1	0.1	Cc1ccnc(NC(=O)C(Cc2ccccc2)NC(=O)c2ccccc2)c1 (stereo not given)
-3	-4	0	-4	1	-2	-7	1	1	-0.2	O=C(O)C1CCCCC1C(=O)Nc1ccc(OCc2ccccc2)cc1 (stereo not given)
6	-8	0	3	4	1	5	-1	7	0.2	Cc1cccc(N(CC(=O)NC(C)(C)C)C(=O)CS(=O)CC(=O)Nc2ccc3c(c2)OCO3)c1 (stereo not given)
3	13	-1	-4	0	4	-2	-3	2	-0.1	CCC(=O)N(Cc1ccc(S(N)(=O)=O)cc1)C1CC(=O)N(c2ccc(OC)cc2)C1=O (stereo not given)

Random excerpt: 3 entries already listed
MBD2 inh	ARFGAP1 inh	UHRF1 binding	Tn7 DDE FP	PLC-gamma1 inh	PLC-beta3 inh	Tn6 DDE FP	ADAM17 inh	ASAP1 GAP inh	proKLK7 act	smiles
0	15	2	-3	1	-4	-5	0	-4	0.1	NC(=O)CSc1nc2ccccc2nc1SCC(N)=O
-2	-1	0	-3	-2	-5	0	0	3	0.7	CCN(CC(=O)NC1CC1)S(=O)(=O)c1ccccc1
2	·	1	-3	-1	0	-3	2	·	0.5	COc1ccc(C(=O)C2(C(=O)NC3CCCC3)CC(c3ccccc3C(F)(F)F)=NO2)cc1 (stereo not given)

Later entries.
MBD2 inh	ARFGAP1 inh	UHRF1 binding	Tn7 DDE FP	PLC-gamma1 inh	PLC-beta3 inh	Tn6 DDE FP	ADAM17 inh	ASAP1 GAP inh	proKLK7 act	smiles
0	·	3	0	3	0	-10	-1	·	-0.1	COC(=O)C[C@@H]1CC[C@@H]2[C@@H](COc3ccc(NC(C)=O)cc3C(=O)N2C)O1
1	-5	0	5	-4	-14	-1	-6	-2	-0.9	COCCCn1c(=O)/c(=C\c2ccccc2OC(C)C)s/c1=C(/C#N)C(=O)Nc1ccc(C(=O)O)cc1
4	8	9	10	1	3	12	-3	2	0.6	O=S(=O)(c1ccc(S(=O)(=O)n2cnc3ccccc32)cc1)N1CCCCCC1
1	0	-1	-1	-1	1	-5	0	-6	-0.1	C[C@H]1[C@H](c2ccccc2)Oc2cc(Br)ccc2S(=O)(=O)N1Cc1ccc(Cl)cc1
-5	-12	1	0	0	0	6	-4	8	0.4	O=C(O)/C=C/C(=O)Nc1ccc(Cc2ccc(NC(=O)/C=C/C(=O)O)cc2)cc1
-1	10	-2	0	-6	-4	-1	-4	-6	-0.3	COc1ccccc1N(CC(=O)N/N=C(\C)c1cccc(Br)c1)S(C)(=O)=O
1	1	-1	3	0	3	7	-1	-6	0.7	CCC(C)(C)n1nnnc1C(c1ccc(C)cc1)N1CCC(C)CC1 (stereo not given)
-2	0	-1	3	2	1	5	0	-6	-0.3	Fc1ccccc1OCCCCN1CCCCC1
-2	1	-3	-5	1	-2	-8	0	2	-0.3	O=C(Cc1cccs1)N/N=C/C=C/c1ccccc1[N+](=O)[O-]
7	8	0	3	3	-1	-2	-1	1	-1.3	COc1ccc(NC(=O)c2cccnc2N2CCCC2)cc1
0	18	1	2	2	-2	-8	-1	-7	-0.3	CCOC(=O)N1CCN(CCC(=O)Nc2cc(OC)ccc2OC)CC1
6	0	1	-5	5	-8	0	-1	3	0.3	CC12CCC(=O)N1C(C(=O)NCCN1C(=O)S/C(=C\c3ccccc3Cl)C1=O)CS2 (stereo not given)
2	4	4	-2	-1	-4	-2	-3	13	-0.3	Cc1ccc(N2C(=O)c3cccc4c(Oc5ccccc5[N+](=O)[O-])ccc(c34)C2=O)c(C)c1
12	5	2	9	-3	-4	-10	-9	-1	-0.5	CCc1nc(SCc2ccccc2C)n[nH]1
4	-3	4	-2	0	-6	7	-1	1	-0.7	CCCCC(=O)Nc1ccc(C(=O)c2ccccc2)cc1
-2	7	0	4	-1	-5	-1	-1	6	0.1	CC(=O)c1cnn(-c2c(Cl)cc(Cl)cc2Cl)c1C

Bioassay records: PubChem BioAssay, The Scripps Research Institute Molecular Screening Center
